ASAP1 GAP inh: inhibitors of human ASAP1 ArfGAP activity, primary screen, biochemical, fluorescence polarization | ASAP1-stimulated ARF1 GTP hydrolysis, GDP FP detection | inhibition, % at 16.5 µM | actives 0.19% (n = 360,000); in the data active = inhibition above about 25%;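 also: 0% = vehicle with enzyme and substrate and 100% = no enzyme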
ADAM17 inh: ADAM17 inhibitors, primary screen, biochemical, QFRET. recombinant ADAM17, EDANS/DABCYL FRET peptide cleavage. inhibition, % at 6.95 µM. actives 0.83% (n = 370,000). AID 720648, 2013;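 active = inhibition above the mean of compounds lying between control limits plus 3 SD, set per campaign, cut at about 8.5% in these data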;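 also: 0% = DMSO-only wells as the low control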
PLC-beta3 inh: human PLC-beta3 inhibitors, primary screen, biochemical, fluorescence; 1-phosphatidylinositol 4,5-bisphosphate phosphodiesterase beta-3 (Homo sapiens), Q01970; Purified PLC-beta3, fluorogenic substrate; inhibition, % at 12.2 µM; actives 0.18% (n = 370,000); in the data active = inhibition above about 11%;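 also: 0% = median of compound wells on plate and 100% = full blocker control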
Target sequence (Q01970 whole entry, looked up): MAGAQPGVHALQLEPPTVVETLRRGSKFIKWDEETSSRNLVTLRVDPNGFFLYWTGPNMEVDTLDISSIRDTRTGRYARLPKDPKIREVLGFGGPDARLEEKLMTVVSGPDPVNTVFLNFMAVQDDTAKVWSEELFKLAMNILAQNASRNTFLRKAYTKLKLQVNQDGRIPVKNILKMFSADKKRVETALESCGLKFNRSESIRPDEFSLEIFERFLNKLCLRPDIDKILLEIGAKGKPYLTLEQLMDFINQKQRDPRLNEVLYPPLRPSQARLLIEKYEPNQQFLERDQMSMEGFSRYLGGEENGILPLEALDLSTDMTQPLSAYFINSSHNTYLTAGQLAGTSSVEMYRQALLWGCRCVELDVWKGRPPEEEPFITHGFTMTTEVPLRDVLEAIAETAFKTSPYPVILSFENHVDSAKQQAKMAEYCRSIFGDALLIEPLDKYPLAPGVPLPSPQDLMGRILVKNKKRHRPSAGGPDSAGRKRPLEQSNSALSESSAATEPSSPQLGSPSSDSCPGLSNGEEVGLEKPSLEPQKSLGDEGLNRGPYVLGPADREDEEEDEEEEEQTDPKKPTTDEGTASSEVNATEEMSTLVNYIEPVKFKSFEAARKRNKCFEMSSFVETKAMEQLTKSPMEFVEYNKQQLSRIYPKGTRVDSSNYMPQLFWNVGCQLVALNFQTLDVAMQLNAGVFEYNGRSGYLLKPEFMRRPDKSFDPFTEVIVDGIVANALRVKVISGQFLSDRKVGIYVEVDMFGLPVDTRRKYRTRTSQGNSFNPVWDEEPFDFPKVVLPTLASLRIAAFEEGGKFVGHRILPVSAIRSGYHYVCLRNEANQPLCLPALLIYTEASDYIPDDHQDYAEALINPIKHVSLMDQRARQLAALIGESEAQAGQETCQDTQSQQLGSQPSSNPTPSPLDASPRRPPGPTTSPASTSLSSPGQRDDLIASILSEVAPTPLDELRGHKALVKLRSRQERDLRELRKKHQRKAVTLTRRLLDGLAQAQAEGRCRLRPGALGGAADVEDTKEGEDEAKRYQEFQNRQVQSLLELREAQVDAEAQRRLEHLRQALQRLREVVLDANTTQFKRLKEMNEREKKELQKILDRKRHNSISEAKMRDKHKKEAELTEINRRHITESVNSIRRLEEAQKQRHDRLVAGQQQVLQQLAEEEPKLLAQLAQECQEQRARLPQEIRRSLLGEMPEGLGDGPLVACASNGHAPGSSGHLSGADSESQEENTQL
Tn6 DDE FP: inhibitors of Tn6 peptide binding to fibrin DD(E), primary screen, biochemical, fluorescence polarization, human fibrin, Tn6 probe | Fibrinogen beta chain (Homo sapiens), P02675 | Fibrin DD(E) TRITC-Tn6 fluorescence polarization displacement | inhibition, % at 8.3 µM | actives 0.21% (n = 370,000) | AID 720509, 2013;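 active = inhibition above a per-campaign cutoff: mean of compounds within control limits plus 3 SD, cut at about 15% in these data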;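 also: 0% = median of all compound wells on the plate and 100% = blocking peptide control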
ARFGAP1 inh: inhibitors of rat ARFGAP1 GAP activity, primary screen, biochemical, fluorescence polarization, GDP tracer. Arfgap1-stimulated ARF1 GTP hydrolysis, GDP FP detection. inhibition, % at 16.5 µM. AID 651572, 2012. actives 0.26% (n = 360,000);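 active = inhibition above a per-plate limit, mean inhibition of low control wells plus 3 SD, cut at about 25% in these data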;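 also: 0% = DMSO wells with enzyme and 100% = wells lacking Arfgap1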
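system = rat Arfgap1 catalytic domain, aa 1-136 | technique = FP, GDP Alexa 633 tracer displaced from anti-GDP antibody, 620/688 nm | compound = one concentration, 16.5 µM, DMSO 1.26% | medium = HEPES-based buffer, pH 7.5 | timing = compound-enzyme preincubation 20 min, reaction 120 min, detection 60 min, 25 °C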
TDP2 absorb: human TDP2 enzyme inhibitors, primary screen, biochemical, epi absorbance, recombinant enzyme; Tyrosyl-DNA phosphodiesterase 2 (Homo sapiens), O95551; T5PNP hydrolysis, p-nitrophenol absorbance 415 nm; inhibition, % at 12.8 µM; AID 720702, 2013; actives 0.34% (n = 370,000);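 active = inhibition above the mean of all tested compounds plus 3 SD, set per campaign, cut at about 25% in these data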;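 also: 0% = DMSO with enzyme and 100% = buffer with substrate but no TDP2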
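Incubation: 2 h at 37 °C; Test system: recombinant human TDP2; Quantity: enzyme 120 nM; Read-out basis: percent inhibition; Medium: 50 mM Tris-HCl pH 7.5 with Mg2+, KCl, DTT, BSA; Repeats: single replicate; Compound: 12.8 µM single point, 1% DMSO; Signal: epi absorbance; Reagent: 5 mM T5PNP chromogenic substrate; Benchmarks: no-enzyme high, DMSO-plus-enzyme low.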
SIAE primary: human SIAE inhibitors, primary screen, biochemical, fluorescence polarization, FP-Rh probe, 1536-well HTS. actives 0.69% (n = 370,000). Sialate O-acetylesterase (Homo sapiens), Q9HAT2. inhibition, % at 9.66 µM. SIAE FP-Rh probe binding;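 active = inhibition above a cutoff: mean of compounds within the control limits plus 3 SD of those, cut at about 17% in these data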;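 also: 0% = plate median of compound wells and 100% = probe without SIAE protein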
DDE Tn7 FP inh: inhibitors of Tn7 peptide binding to fibrin DD(E), primary screen, biochemical, fluorescence polarization, human fibrin, Tn7 probe | inhibition, % at 8.3 µM | AID 720508, 2013 | FP displacement of FITC-Tn7 peptide from fibrin DD(E); 0% = median of compound wells per plate | actives 0.13% (n = 370,000);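 active = inhibition above the mean of compounds falling within the control limits plus 3 SD of them, cut at about 14% in these data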;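 also: 0% = plate median of compound wells and 100% = 10 µM Aha-Tn7 peptide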
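Assay system: Human clot-derived fibrin DD(E) complex | Buffer or medium: Tris/NaCl/CaCl2 buffer, pH 7.8 | Repeats: One replicate per compound | Benchmarks: Aha-Tn7 high control | Measure: % inhibition scaled between sample-field median and high-control FP | Schedule: 10 min plus 3 h, room temperature | Signal: Fluorescence polarization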
PLC-gamma1 inh: PLC-gamma1 enzyme inhibitors, primary screen, biochemical, fluorescence, purified enzyme; 1-phosphatidylinositol 4,5-bisphosphate phosphodiesterase gamma-1 (Homo sapiens), P19174; fluorogenic substrate; inhibition, % at 12.2 µM; actives 0.84% (n = 370,000); AID 720700, 2013; in the data active = inhibition above about 9.5%
ADAM10 inh: human ADAM10 inhibitors, primary screen, biochemical, QFRET, HTS; Disintegrin and metalloproteinase domain-containing protein 10 (Homo sapiens), O14672; recombinant ADAM10, EDANS/DABCYL FRET peptide cleavage, 3 h; inhibition, % at 7 µM; actives 0.62% (n = 370,000); AID 720582, 2013;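 active = inhibition above a per-campaign cutoff equal to the mean of compounds falling between control-based bounds plus 3 SD, cut at about 20% in these data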;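 also: 0% = DMSO wells while the 100% control is not disclosed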
Active calls of the source: *; · = not tested or not shown.

SMILES	ASAP1 GAP inh	ADAM17 inh	PLC-beta3 inh	Tn6 DDE FP	ARFGAP1 inh	TDP2 absorb	SIAE primary	DDE Tn7 FP inh	PLC-gamma1 inh	ADAM10 inh
O=C(CSCc1ccccc1)N1CCN(c2cccc(C(F)(F)F)c2)CC1	-4	0	-4	2	-4	-9	-3	2	-4	-4
COc1cccc(C(c2c(N)n(C)c(=O)n(C)c2=O)C(C)[N+](=O)[O-])c1 (configuration not stated)	-1	-3	-7	-1	-1	-14	-3	5	0	4
O=C1c2c(Cl)c(Cl)c(Cl)c(Cl)c2C(=O)N1c1nccs1	-15	-5	-6	2	5	-4	4	4	-6	-12
Cn1ncc(Cl)c1C(=O)NC1C2CC3CC(C2)CC1C3 (configuration not stated)	0	-4	-4	-1	1	-4	2	6	0	0
COC(=O)c1cc(S(=O)(=O)N(C)C2CCCCC2)cn1C	2	-1	-4	2	-4	-1	1	-1	-2	-1
CCCN1C(=O)c2cc(C(=O)NCCc3cccc(C)c3)ccc2C1O (configuration not stated)	6	-2	8	-4	-1	1	10	-4	2	6
CCCC(=O)Nc1nc2nc(-c3ccccc3)cc(=O)n2[nH]1	-1	-7	-2	10	-9	3	0	5	0	-3
C=CCn1c(SCC(=O)NC2CCCCC2)nnc1-c1ccc(OC)cc1	-7	-2	-2	0	-2	-2	-1	6	-2	-1
Cc1noc(C)c1CSCC(=O)Nc1nc2ccc(F)cc2s1	-4	-1	-5	3	1	18	-4	-3	0	0
S=C1NCCOCCNC(=S)NCCOCCOCCOCCN1	0	1	4	5	-3	-2	4	-5	4	3
CC1Cc2ccccc2N1C(=O)CN1CCN(Cc2ccccc2)CC1 (configuration not stated)	0	2	1	2	-9	-10	7	-7	9.8*	2
COc1ccc2nc(NC(=O)c3cccc(-c4cc5ccccc5oc4=O)c3)sc2c1	-3	-9	-19	0	10	6	-15	-1	-12	-19
CCOC(=O)C1CCN(C(=O)Cn2cc(C(=O)C3CC3)c3ccccc32)CC1	-1	-5	0	-3	-5	4	-6	-5	2	6
O=C(NNC1CC(=O)N(c2ccc(Br)cc2)C1=O)c1cccs1 (configuration not stated)	1	-2	-11	4	-3	14	-3	6	-4	2
COc1ccc(S(=O)(=O)N2CCN(C3CC4CCC3C4)CC2)cc1 (configuration not stated)	-1	0	-6	-10	0	7	6	-5	3	-2
CCOC(=O)N1CCN(C(=O)CSc2ccc3nnc(-c4cccnc4)n3n2)CC1	10	-23	-81	5	0	1	8	-4	-62	-75
COc1cc(C(=O)N2CCN(S(=O)(=O)c3ccc(F)cc3)CC2)cc(OC)c1OC	2	-1	1	-4	-6	1	-4	3	4	10
COc1ccc2cc3cc(C(=O)N4CCN(c5ccccc5)CC4)oc3nc2c1	8	-7	-4	8	-3	6	3	6	-1	-15
O=C(Cn1cnc2scc(-c3ccc(F)cc3)c2c1=O)NCC(c1ccco1)N1CCCC1 (configuration not stated)	4	-2	-7	-4	7	-7	-4	-4	1	3
CC1(c2cc(C(F)(F)F)n3nc(C(=O)O)cc3n2)CC1	14	-4	-7	3	11	3	-1	4	-5	-5
Cc1ccc(S(=O)(=O)N2CCN(CC(=O)N3CCCC3)CC2)c(C)c1	-14	-2	-3	2	-5	9	-1	1	-3	-6
O=[N+]([O-])c1ccc(OCCN2CCCCCC2)cc1	-4	-1	1	2	3	-6	6	0	0	-6
CCCCC(=O)NCCc1cc2c(C)ccc(C)c2[nH]c1=O	-10	-14	-7	-2	5	2	2	8	-3	-75
COc1cccc(-c2oc3c(c2C#CC2(N)CCCCC2)C(O)CCC3)c1 (configuration not stated)	-8	-7	-13	5	5	6	1	3	-10	-23
CCOC(=O)C1CCCN(C(=O)c2cccc(OC(F)(F)F)c2)CC1 (configuration not stated)	-8	-1	1	1	-2	6	2	1	0	3
CCC(C)NC(=O)Cn1cccc1C(=O)c1ccccc1 (configuration not stated)	-1	2	4	0	-1	5	1	-6	5	-6
CC(=NNC(=O)c1ccncc1)c1ccccc1Cl	4	-5	-1	-8	7	-2	-1	-4	4	-12
CC1=NN(C(C#N)c2cccc([N+](=O)[O-])c2)C(C)(C)C1 (configuration not stated)	0	1	2	3	2	-5	·	-7	7	-1
CCCOC(=O)c1cccc(NC(=O)C(C)(C)C)c1	4	-5	6	-11	14	-6	-4	-1	6	-3
O=C(O)c1cccc(NC(=O)c2ccc3c(c2)C(=O)N(CC2CCCO2)C3=O)c1 (configuration not stated)	-11	-5	2	9	-4	-4	4	4	-2	3
CCOC(=O)c1c(NC(=O)Cc2cccs2)sc2c1CCCC2	-8	-3	-2	-6	-5	7	-3	0	-2	0
COc1cc(C)ccc1OCCCON1C(=O)CCC1=O	10	-2	3	3	1	-3	0	5	3	8
COc1cccc(C(=O)Nc2cccc3c2ccc2cccn23)c1	5	-2	-55	0	-1	-5	-2	-4	-33	3
Cc1ccc2cc3cc(C(=O)N(CC(=O)NC4CCCC4)c4cccc(C)c4C)sc3nc2c1	5	0	5	3	0	-9	-21	-3	3	1
CCCn1nnc(NC(=O)/C=C/c2ccccc2)n1	8	1	0	1	1	-13	9	7	3	3
O=c1[nH]c(CSc2nnc(-c3cccnc3)n2C2CCCCC2)nc2ccccc12	-9	-1	1	5	1	15	-5	2	0	-1
COc1ccc(-n2c(C)nnc2SCC(=O)N2C(C)CCCC2C)cc1 (configuration not stated)	-11	-5	1	0	1	5	1	3	0	-4
CCCCCOC(=O)C1[C@H]2C(=O)N(c3ccccc3CC)C[C@]23C=C[C@H]1O3 (some centres not stated)	-8	-3	1	-6	8	-3	4	5	2	5
S=C(NCc1ccccn1)Nc1ccc(Cl)c(Cl)c1	15	1	-8	-6	4	0	-2	-7	-3	7
CCN(CC)S(=O)(=O)c1c(Br)cc(C)cc1Br	-4	-3	1	-6	3	7	-2	1	1	4
COC(=O)C(C(=O)Nc1cccc(C)n1)C1CCCCCC1 (configuration not stated)	12	0	5	5	16	-9	4	6	3	4
O=C(CCC(=O)N1CCSc2ccccc21)NC1CCCCC1	6	5	4	3	7	-13	3	-6	7	3
O=C(COc1nc2ccccc2nc1N1CCOCC1)Nc1ccc(S(=O)(=O)N2CCCC2)cc1	20	5	-2	-3	7	-3	11	0	-1	7
Cc1c(C(=O)N2CCCCC2)c(S(=O)(=O)N2c3ccccc3CC2C)c(C)n1C (configuration not stated)	8	-5	-5	-5	9	-7	-7	-9	3	-4
FC(F)(F)c1ccc(N2CCN(c3cc(-c4ccccc4)nc4ncnn34)CC2)nc1	-8	-3	-5	5	-20	-4	-7	3	-4	0
COc1cc2ccccc2cc1C(=O)N1CC(C)OC(C)C1 (configuration not stated)	-7	-9	-11	-4	-6	-7	-3	-9	-3	-35
Fc1cccc(Nc2nc3ccccc3n3nnnc23)c1	-16	1	-19	6	5	2	-2	4	-15	-22
CCCc1cc(=O)n2[nH]c(C)c(-c3ccccc3OC)c2n1	-6	-2	-6	9	-1	-1	11	5	-3	-8

Two entries from above, with bars between the fields.
canonical_smiles | ASAP1 GAP inh | ADAM17 inh | PLC-beta3 inh | Tn6 DDE FP | ARFGAP1 inh | TDP2 absorb | SIAE primary | DDE Tn7 FP inh | PLC-gamma1 inh | ADAM10 inh
COc1ccc(S(=O)(=O)N2CCN(C3CC4CCC3C4)CC2)cc1 (configuration not stated) | -1 | 0 | -6 | -10 | 0 | 7 | 6 | -5 | 3 | -2
O=[N+]([O-])c1ccc(OCCN2CCCCCC2)cc1 | -4 | -1 | 1 | 2 | 3 | -6 | 6 | 0 | 0 | -6

Among those listed so far, eight contain fluorine.
SMILES	ASAP1 GAP inh	ADAM17 inh	PLC-beta3 inh	Tn6 DDE FP	ARFGAP1 inh	TDP2 absorb	SIAE primary	DDE Tn7 FP inh	PLC-gamma1 inh	ADAM10 inh
O=C(CSCc1ccccc1)N1CCN(c2cccc(C(F)(F)F)c2)CC1	-4	0	-4	2	-4	-9	-3	2	-4	-4
Cc1noc(C)c1CSCC(=O)Nc1nc2ccc(F)cc2s1	-4	-1	-5	3	1	18	-4	-3	0	0
COc1cc(C(=O)N2CCN(S(=O)(=O)c3ccc(F)cc3)CC2)cc(OC)c1OC	2	-1	1	-4	-6	1	-4	3	4	10
O=C(Cn1cnc2scc(-c3ccc(F)cc3)c2c1=O)NCC(c1ccco1)N1CCCC1 (configuration not stated)	4	-2	-7	-4	7	-7	-4	-4	1	3
CC1(c2cc(C(F)(F)F)n3nc(C(=O)O)cc3n2)CC1	14	-4	-7	3	11	3	-1	4	-5	-5
CCOC(=O)C1CCCN(C(=O)c2cccc(OC(F)(F)F)c2)CC1 (configuration not stated)	-8	-1	1	1	-2	6	2	1	0	3
FC(F)(F)c1ccc(N2CCN(c3cc(-c4ccccc4)nc4ncnn34)CC2)nc1	-8	-3	-5	5	-20	-4	-7	3	-4	0
Fc1cccc(Nc2nc3ccccc3n3nnnc23)c1	-16	1	-19	6	5	2	-2	4	-15	-22

Assay outcomes (PubChem)
